From PubChem BioAssay
Pin1 inh: blocks the human prolyl isomerase Pin1; 0.009% of 390,000 active; Potency, µM (titrated, usually from 115 µM), for the others: top-dose activity, negative = inhibition, most hits filed as inhibitors; Q13526; Pin1 FP peptide displacement, HiFluor488, 10 min; active = well fitted inhibition curve with a large enough effect in the polarisation, with a control signal flat, not every such curve was filed as active; inconclusive = small, poorly fitted or top-dose-only effect, or effect the other way, or a change in a side signal; inactive = no such curve, though single readings can be large or run the other way; the % refers to the polarisation; also: potency is read from the fitted curve at half-maximal effect; % is scaled to controls: 0 for no effect and ±100 for the full control effect
D2 antag: D2 dopamine receptor (human) antagonism; AID 485344; HEK293 TREx D2 cells, calcium flux, dopamine EC80; 2% of 340,000 active; inhibition, % at 10 µM; in the data active = inhibition above about 30%; also: 0% is about no effect
Target sequence (P14416 whole entry, looked up): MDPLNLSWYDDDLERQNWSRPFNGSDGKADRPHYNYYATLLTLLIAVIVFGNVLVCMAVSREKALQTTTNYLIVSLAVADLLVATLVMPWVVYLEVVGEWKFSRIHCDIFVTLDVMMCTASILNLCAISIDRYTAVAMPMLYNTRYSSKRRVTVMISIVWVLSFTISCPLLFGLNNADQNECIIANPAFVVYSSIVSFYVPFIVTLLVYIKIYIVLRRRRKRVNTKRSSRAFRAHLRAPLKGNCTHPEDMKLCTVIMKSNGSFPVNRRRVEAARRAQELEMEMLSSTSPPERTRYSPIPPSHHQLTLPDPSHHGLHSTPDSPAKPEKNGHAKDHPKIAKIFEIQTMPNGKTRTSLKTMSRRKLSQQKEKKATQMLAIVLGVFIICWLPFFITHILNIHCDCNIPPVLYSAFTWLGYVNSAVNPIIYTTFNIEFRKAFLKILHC
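Measurement of antagonist activity uses fluorescent calcium dye in inducible HEK293 T-REx D2 cells: 10 s baseline, compound addition with 180 s read, EC80 dopamine addition with a further 180 s read.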
D2 ag: agonists of human D2 dopamine receptor; P14416; HEK293 T-REx D2 cells, calcium flux agonist mode; activation, % at 2 µM; 0.53% of 340,000 active; AID 485358;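 active = activation over 3 SD above normal in the single-dose calcium agonist read, cut at about 30% in these data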; also: 0% is about no effect
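Agonism scored from kinetic calcium signal (1 read/sec, 180 s) following compound pin transfer, after a 10 s baseline. Cells: HEK293 Trex line expressing inducible D2 receptor coupled to calcium, dye-loaded after overnight culture at 30 C.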
TrxR1 substrate: is turned over as a substrate by rat TrxR1; O89049; 0.01% of 390,000 active; AID 588456; Potency, µM (titrated, usually from 114 µM), inactives show top-dose activity change, negative = substrate turnover; purified TrxR1 substrate turnover, NADPH consumption readout; also: potency is read from the fitted curve at half-maximal effect; % is scaled to controls: 0 for no effect and ±100 for the full control effect; nearly all actives have a fitted effect of over 50% in size
Target sequence (O89049 whole entry, looked up): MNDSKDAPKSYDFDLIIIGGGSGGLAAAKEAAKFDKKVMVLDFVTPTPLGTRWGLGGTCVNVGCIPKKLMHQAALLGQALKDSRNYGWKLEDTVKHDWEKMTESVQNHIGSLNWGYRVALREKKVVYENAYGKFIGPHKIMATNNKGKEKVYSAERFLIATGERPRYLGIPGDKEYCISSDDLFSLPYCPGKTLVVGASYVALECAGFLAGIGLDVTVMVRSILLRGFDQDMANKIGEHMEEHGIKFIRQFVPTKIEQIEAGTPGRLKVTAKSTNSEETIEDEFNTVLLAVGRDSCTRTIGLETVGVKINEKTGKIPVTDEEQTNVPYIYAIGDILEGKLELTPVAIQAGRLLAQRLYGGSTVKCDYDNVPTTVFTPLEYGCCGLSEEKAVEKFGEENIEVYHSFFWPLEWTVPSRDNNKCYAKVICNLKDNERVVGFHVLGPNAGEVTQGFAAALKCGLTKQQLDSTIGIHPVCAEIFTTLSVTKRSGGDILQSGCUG
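Rat TrxR1, dispensed at 90 nM, was prereduced with 400 uM NADPH (final) for 5 min at ~22 deg C, then incubated with compound 15 min before 400 uM selenite. A first-read NADPH fluorescence drop versus no-compound background flagged substrates.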
USP1 inh: USP1/UAF1 (human) deubiquitinase inhibition | 0.23% of 390,000 active | recombinant USP1/UAF1, Ub-Rhodamine cleavage fluorescence | AID 743255 | Potency, µM (doses to about 57.1 µM), for inactives: at the highest dose activity change, negative = inhibition, actives largely listed as inhibitors; also: potency is read from the fitted curve at half-maximal effect; % is scaled to controls: 0 for no effect and ±100 for the full control effect; nearly all actives have a fitted effect of over 60% in size; inactives centre near -12
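Step one: compound is pinned into 1nM USP1/UAF1 in HEPES pH 7.8 buffer with TCEP. Step two: 15 min room-temperature incubation. Step three: Ub-Rho (150nM final) starts cleavage, tracked by fluorescence over six one-minute reads.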
TRHR agonist: activates the human TRH receptor; 0.18% of 360,000 active; P34981; activation, % at 2 µM; TRHR cells, calcium flux fluo-8, FDSS agonist mode; AID 493084; in the data active = activation above about 30%; also: 0% is about no effect
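Agonist-mode FDSS calcium read (Ex 480/Em 530, 1 s cycles) in 1536-well TRHR cells with fluo-8 dye, after 10-cycle baseline and 23 nL compound addition; TRH at EC20 (10 nM final) added afterwards for the enhancer phase.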
TRHR enhancer: TRH receptor (human) allosteric enhancement. P34981. 0.66% of 360,000 active. AID 493056. enhancement, % at 2 µM. TRHR cells, fluo-8 calcium fluorescence, EC20 TRH enhancement; in the data active = enhancement above about 30%; also: 0% is about no effect
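Enhancer read-out: after compound pinning and an initial kinetic agonist-mode read, an EC20 of TRH (10 nM final) was injected and fluo-8 calcium signal (Ex 480/Em 530) followed at 1 s/cycle for 100 cycles in TRHR-expressing cells.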
rTrxR1 inhibitor: rat TrxR1 inhibition; O89049; recombinant rTrxR1, NADPH fluorescence consumption, selenite substrate; Potency, µM (titrated, usually from 114 µM), for the others: top-dose activity change, negative = inhibition, hits mostly inhibitors; 1% of 390,000 active; also: potency is read from the fitted curve at half-maximal effect; % is scaled to controls: 0 for no effect and ±100 for the full control effect; nearly all actives have a fitted effect of over 65% in size
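Rat TrxR1 (90 nM in the dispensed reagent) was pre-reduced with 400 uM NADPH for 5 min at room temperature, then incubated with compound for 15 min. After 400 uM selenite was added, NADPH fluorescence (Ex 340/Em 450 nm) was followed for 8 min.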
mIDH1 inhibitor: human IDH1 R132H inhibition | IDH1-R132H enzyme, NADPH consumption, diaphorase/resazurin fluorescence | 0.093% of 390,000 active | O75874 | Potency, µM (doses to about 76.6 µM), for the others: at the top dose activity change, negative = inhibition, usual class: inhibitors; also: potency is read from the fitted curve at half-maximal effect; % is scaled to controls: 0 for no effect and ±100 for the full control effect; nearly all actives have a fitted effect of over 65% in size
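IDH1-R132H (0.5 ug/mL dispensed) in pH 7.5 Tris buffer was preincubated 30 min with compound, then given a substrate mix of 0.016 mM NADPH and 2 mM alpha-KG for 80 min at room temperature; remaining NADPH was read by diaphorase/resazurin fluorescence.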
The depositor's hits bear a star; ? = inconclusive; · = not tested or not shown; & = joins results of further samples; [ ] = remark or other dose. Unless noted, calls follow the shape of the dose curve; as a rule, active = well fitted inhibition curve with a large enough effect; inconclusive = small, poorly fitted or top-dose-only effect; inactive = no such curve, though single readings can be large or run the other way. This is a subset; the hit share may differ from the screen's.

Values run as follows: Pin1 inh, D2 antag, D2 ag, TrxR1 substrate, USP1 inh, TRHR agonist, TRHR enhancer, rTrxR1 inhibitor, mIDH1 inhibitor
CCC(C)[C@H]1COCCS(=O)(=O)N1Cc1ccc(C)cc1 (stereo partly drawn)
→ ?, 37*, 1.7, -13%&-13%, -17%, -0.9, -3, -5%&1%, -3%
Cc1ccc(C)c2[nH]c(=O)c(CCNC(=O)Cc3cccs3)cc12
→ 3%, 10, -0.2, 9%, -11%, -0.2, 4, 6%, 1%
COc1cccc(NC(=O)CSc2ncc(S(=O)(=O)c3ccc(C)c(C)c3)c(=O)[nH]2)c1
→ 50%, ·, ·, -5%, -25%, -0.2, -6, 8%, -17%
COc1cccc(C(=O)/C=C/Nc2ccc(S(=O)(=O)Nc3cnc4ccccc4n3)cc2)c1
→ ?, -16, 0.1, -4%, -21%, -1.8, 4, -21%, -23%
COc1cccc2c1cc1c(=O)n(CC(=O)N3CCN(c4cc(Cl)ccc4C)CC3)nc(C)n12
→ 2%, ·, 9.8, 8%, ?, -0.2, 0, 3%, -2%
COc1ccc(C(=O)OCC(=O)Nc2cccc(C(C)=O)c2)c(OC)c1OC
→ 15%, -4, 2.9, 6%, -14%, 0.1, 6, 28%, 15%
COC(=O)Cc1ccc(NC(=S)NCC(C)C)cc1
→ 1%, 10, 0.2, 6%, -11%, 0.1, -1, -6%, 0%
Cc1nn(-c2ccccc2)c(C)c1C(=O)OCC(O)=C(C#N)c1nc2ccccc2[nH]1
→ ?, ·, ·, -7%, -14%, ·, ·, 6%, -10%
Cc1ccc2occ(C3NC(C(=O)O)CS3)c(=O)c2c1 (stereo not drawn)
→ 4%, ·, ·, 3%[57.1 µM], -20%, -0.5, -10, 2%[11.4 µM], 1%
O=C(c1ccc(OC2CCN(Cc3ccccn3)CC2)cc1)N1CCCCO1
→ -5%, 1, -0.1, 9%[57.1 µM], -9%, -0.3, -2, 8%[57.1 µM], 1%
CC(=O)Nc1ccc(C=NNC(=O)CCCC(=O)NN=Cc2ccc(NC(C)=O)cc2)cc1
→ 1%, ·, ·, -18%, -7%, ·, ·, -22%, -7%
Cc1cccc(NC(=O)Cn2c(C(F)(F)F)nc3ccccc32)c1C
→ 0%, ·, -1.0, 4%, -10%, 0.1, 1, 9%, -1%
CC(C)CCc1noc(CN2CCC(C(=O)N3CCOCC3)CC2)n1
→ 2%, -7, -0.9, -4%, -4%, -0.2, -1, -16%, 0%
COC(=O)c1c(NC(=O)Cc2coc3ccc(C(C)C)cc23)sc2c1CCC2
→ 4%, ·, -1.1, -3%, -10%, -0.5, 14, 1%, 13%
CC1(C)CC(=O)C(C=NCCN2CCN(C3CC(=O)N(c4ccc(Cl)c(Cl)c4)C3=O)CC2)=C(O)C1 (stereo not drawn)
→ -5%, 4, 0.7, 9%[57.1 µM], -16%, 0.0, 10, 15%[57.1 µM], 1%
CC(=O)N1Cc2cc(N)ccc2Oc2ccccc21
→ -3%, 3, -0.1, 4%, -16%, 0.4, -4, 20%, -2%
O=C(NCCc1c[nH]c2ccccc12)c1ccc2c(c1)OCO2
→ -7%, 18, 1.0, 7%, -25%, -0.6, -8, 20%, 9%
Cc1ccccc1NC(=O)N1CCCC(c2nc(-c3ccc(C(C)C)cc3)no2)C1 (stereo not drawn)
→ -1%, 12, -0.2, 4%, -13%, 0.2, 1, 26%, 2%
Cc1ccsc1C(=O)N1CCCC(CCC(=O)NCc2ccccc2F)C1 (stereo not drawn)
→ -4%, 21, -1.7, 63%, -5%, -0.5, 6, -6%[57.1 µM], 4%
Cc1ccc(NS(=O)(=O)c2c(C)nc3sccn3c2=O)c(C)c1
→ -2%, 29, 0.6, 5%[57.1 µM], -12%, 0.6, 0, 11%[57.1 µM], 5%

Sorted by formula weight (lowest first): 13 of the compounds above
Values run as follows: Pin1 inh, D2 antag, D2 ag, TrxR1 substrate, USP1 inh, TRHR agonist, TRHR enhancer, rTrxR1 inhibitor, mIDH1 inhibitor
COC(=O)Cc1ccc(NC(=S)NCC(C)C)cc1
→ 1%, 10, 0.2, 6%, -11%, 0.1, -1, -6%, 0%
O=C(NCCc1c[nH]c2ccccc12)c1ccc2c(c1)OCO2
→ -7%, 18, 1.0, 7%, -25%, -0.6, -8, 20%, 9%
CCC(C)[C@H]1COCCS(=O)(=O)N1Cc1ccc(C)cc1 (stereo partly drawn)
→ ?, 37*, 1.7, -13%&-13%, -17%, -0.9, -3, -5%&1%, -3%
Cc1ccc(NS(=O)(=O)c2c(C)nc3sccn3c2=O)c(C)c1
→ -2%, 29, 0.6, 5%[57.1 µM], -12%, 0.6, 0, 11%[57.1 µM], 5%
CC(C)CCc1noc(CN2CCC(C(=O)N3CCOCC3)CC2)n1
→ 2%, -7, -0.9, -4%, -4%, -0.2, -1, -16%, 0%
COc1ccc(C(=O)OCC(=O)Nc2cccc(C(C)=O)c2)c(OC)c1OC
→ 15%, -4, 2.9, 6%, -14%, 0.1, 6, 28%, 15%
COC(=O)c1c(NC(=O)Cc2coc3ccc(C(C)C)cc23)sc2c1CCC2
→ 4%, ·, -1.1, -3%, -10%, -0.5, 14, 1%, 13%
Cc1ccccc1NC(=O)N1CCCC(c2nc(-c3ccc(C(C)C)cc3)no2)C1 (stereo not drawn)
→ -1%, 12, -0.2, 4%, -13%, 0.2, 1, 26%, 2%
CC(=O)Nc1ccc(C=NNC(=O)CCCC(=O)NN=Cc2ccc(NC(C)=O)cc2)cc1
→ 1%, ·, ·, -18%, -7%, ·, ·, -22%, -7%
COc1cccc(NC(=O)CSc2ncc(S(=O)(=O)c3ccc(C)c(C)c3)c(=O)[nH]2)c1
→ 50%, ·, ·, -5%, -25%, -0.2, -6, 8%, -17%
COc1cccc(C(=O)/C=C/Nc2ccc(S(=O)(=O)Nc3cnc4ccccc4n3)cc2)c1
→ ?, -16, 0.1, -4%, -21%, -1.8, 4, -21%, -23%
COc1cccc2c1cc1c(=O)n(CC(=O)N3CCN(c4cc(Cl)ccc4C)CC3)nc(C)n12
→ 2%, ·, 9.8, 8%, ?, -0.2, 0, 3%, -2%
CC1(C)CC(=O)C(C=NCCN2CCN(C3CC(=O)N(c4ccc(Cl)c(Cl)c4)C3=O)CC2)=C(O)C1 (stereo not drawn)
→ -5%, 4, 0.7, 9%[57.1 µM], -16%, 0.0, 10, 15%[57.1 µM], 1%

Continuation.
Values run as follows: Pin1 inh, D2 antag, D2 ag, TrxR1 substrate, USP1 inh, TRHR agonist, TRHR enhancer, rTrxR1 inhibitor, mIDH1 inhibitor
CC(C)N(Cc1ccccc1)C(=O)COC(=O)c1cc(S(=O)(=O)N(C)C)ccc1N1CCCC1
→ 9%, ·, ·, -3%, -18%, ·, ·, -4%, -11%
O=C(Nc1ccc2oc(-c3cccnc3)nc2c1)c1ccc(Br)cc1
→ -1%, ·, -0.2, 10%, -17%, 0.1, 4, 17%, -2%
CCN(CC)CCOC(=O)c1ccc(N/C=C(/C#N)c2nc(-c3cc4ccccc4oc3=O)cs2)cc1
→ 42%[activator], -2, -0.8, -5%, ?, 0.7, 2, 29%, -1%
O=C(NCc1cccs1)C1CCCN(C(=O)Nc2ccccc2)C1 (stereo not drawn)
→ -3%, 14, -0.2, 1%, -20%, 0.3, -8, 18%, 0%
FC(F)(F)COc1nc(N/N=C/c2cccnc2)nc(N2CCCCC2c2ccccn2)n1 (stereo not drawn)
→ 3%, -4, -0.5, 2%[57.1 µM], ?, 0.0, -6, 0%[57.1 µM], 0%
CCOC(=O)N1CCN(c2nc3ccc(C)cc3n3cnnc23)CC1
→ 6%, 13, 0.1, -11%, -4%, 0.2, -23, -21%, -14%
CSc1oc(-c2ccco2)nc1S(=O)(=O)c1ccc(Br)cc1
→ 11%, 2, -0.1, 10%[57.1 µM], -12%, -0.4, -3, -1%[57.1 µM], 7%
CCc1ccc(-c2cc(C(=O)Nc3c(C)n(C)n(-c4ccccc4)c3=O)c3ccccc3n2)s1
→ 29%, -12, -1.2, 5%, -17%, 1.6, -4, 8%, 5%
C[C@H](NC(=O)c1nc[nH]c1C(=O)N[C@@H](CCCCN)C(=O)OC(C)(C)C)C(=O)OCc1ccccc1
→ 0%, ·, ·, -4%, -20%, ·, ·, 9%, 0%
COc1ccc(N2CCN(CCCNC(=O)c3ccc(CS(=O)(=O)c4ccc(Cl)cc4)o3)CC2)cc1
→ -6%, ·, ·, -7%, -1%, -0.2, 3, 10%, 6%
CCOC(=O)C1=C(C)NC(=O)C(C(N)=O)C1c1ccccc1 (stereo not drawn)
→ 3%, -1, 0.2, 8%, -13%, -0.1, 2, 12%, 6%
COCCNC(=O)c1cnn2c(C(F)(F)F)cc(-c3ccc(C)cc3)nc12
→ -1%, -6, -0.4, 7%, -5%, -0.3, -1, 5%, -8%
CCOc1cccc(-c2c(C(=O)N/N=C/c3ccncc3)nnn2-c2nonc2N)c1
→ -11%, -3, -0.5, -4%, -8%, 0.4, 4, 3%, 0%
CCOc1cccc(N)c1
→ -4%, 3, -0.9, 18%, -24%, 0.3, 0, -5%, -5%
Cc1cc(C)nc(SCC(=O)N/N=C/c2cccn2-c2ccc(O)cc2)n1
→ -2%, -18, -0.3, -14%, -19%, -0.1, 5, -13%, 10%
CC(C)c1nn2c(=O)cc(COC(=O)c3ccc(NC(=O)c4ccccc4Cl)cc3)nc2s1
→ 3%, ·, 1.8, -1%[57.1 µM], -17%, 0.4, -10, 4%[57.1 µM], 8%
